MKP-3 inhibition – MKP-3 phosphatase inhibitors, primary screen, biochemical, rat enzyme, in vitro (AID 425). 110,000 compounds, 0.17% hits. recombinant MKP-3 phosphatase activity, fluorescence; higher % means a stronger effect. one-dose inhibition, % at 20 µM; IC50 in µM for titrated hits; in the data active means inhibition above about 50%;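 further: plate controls were vehicle for no effect and reference inhibitor for full effect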
Hsp70 inhibitors – small molecules displacing fluorescent ligand from Hsp70 – biochemical, fluorescence polarization, primary screen (AID 583). Hsp70 fluorescence polarization probe displacement, mP; higher % means a stronger effect. displacement, % at 20 µM; hits with a dose series show IC50 in µM. 140,000 compounds, 0.06% hits; in the data active means displacement above about 50%;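 further: plate controls were vehicle for no effect and reference ligand for full effect; a part of the inactive calls stands beside numbers as strong as those of hits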
* = called active by the depositor; / = no result given; & = joins results of further samples. This is a subset; count on the stated rates, not on these rows.

Structure	MKP-3 inhibition	Hsp70 inhibitors
CCCc1nc2ccccc2c(C(=O)OCC(=O)Nc2cccc(S(=O)(=O)N3CCOCC3)c2)c1CC	/	-0.2%
Cc1sc2ncn3cnnc3c2c1C	-5.2%	-4.9%
O=C(c1cn(CC(=O)N2CCCCC2)c2ccccc12)C1CC1	-9.6%	-1.2%
Cc1ccc(N(C(C)C(=O)N2CCCCC2)S(C)(=O)=O)cc1C (stereo not given)	1.7%	4.4%
CCn1c(C)c(C(C)=O)c(N2CCN(c3ccccn3)CC2)nc1=S	-10.9%	-1.1%
COC(=O)CNC(=O)c1cccc([N+](=O)[O-])c1	-1.4%	2.0%
O=C(CSc1ncnc2c1oc1ccccc12)N1CCc2ccccc2C1	0.2%	-1.1%
Cn1c(=O)c2c(ncn2CC(=O)Nc2nc(-c3ccccc3Cl)cs2)n(C)c1=O	-3.5%	10.1%
Cc1cccc(OCC(=O)NC2C3CC4CC(C3)CC2C4)c1 (stereo not given)	-2.0%	-0.6%
COc1ccc(NC(=O)c2ccc(OC)c(OC)c2)cc1Cl	0.1%	0.0%
N#C/C(=C\c1ccc(-c2ccccc2[N+](=O)[O-])o1)c1nn(-c2ccccc2)c(N)c1C#N	12.1%	5.7%
O=C(CSc1nc(O)cc(=O)n1-c1ccccc1)NCc1ccccc1	-2.5%	-2.7%
COc1ccc(OC)c(NC(=S)NC(NC(=O)c2cccc(C)c2)C(Cl)(Cl)Cl)c1 (stereo not given)	-0.5%	-1.6%
O=C(Oc1cccnc1)c1cc2ccccc2oc1=O	-4.4%	0.3%
O=C1CC(c2ccccc2)CC2=C1C(c1ccc(F)c(Br)c1)Nc1ccccc1N2 (stereo not given)	6.6%	-2.5%
Cc1ccc(C23CC4CC(CC(C(=O)Nc5ccccn5)(C4)C2)C3)cc1	0.8%	-0.1%
CCc1nc(SCC(=O)Nc2cccc(C(F)(F)F)c2)c2c(=O)n(C)c(=O)n(C)c2n1	0.2%	-7.7%
COc1ccc(C2CC(c3ccc(Cl)c(Cl)c3)Nc3nc(N)nn32)cc1 (stereo not given)	-13.5%	2.4%
Cc1ccc(N2CCCn3c2nc2c3c(=O)n(CCN3CCOCC3)c(=O)n2C)cc1	-6.3%	5.6%
COc1ccccc1NC(=O)C(=O)N/N=C/c1ccc(C(=O)O)cc1	-0.5%	1.2%
O=C(c1ccccc1F)N1CCN(S(=O)(=O)c2ccccc2)CC1	0.0%	-5.2%
O=C1CSC(c2ccc(Cl)c(Cl)c2)N1CC12CC3CC(CC(C3)C1)C2 (stereo not given)	2.0%	-3.2%
Cc1cccc(NC(=O)c2ccc(COc3ccc(Cl)cc3Cl)o2)n1	/	8.9%
Cc1onc(-c2ccccc2)c1C(=O)Nc1c(C)n(C)n(-c2ccccc2)c1=O	-7.0%	7.2%
CC(=NC1CCCCC1)C1=C(O)c2ccccc2C1=O	-1.1%&0.4%	1.2%&-3.9%

Continued; it opens with the 4 that closed the last part.
Structure	MKP-3 inhibition	Hsp70 inhibitors
O=C1CSC(c2ccc(Cl)c(Cl)c2)N1CC12CC3CC(CC(C3)C1)C2 (stereo not given)	2.0%	-3.2%
Cc1cccc(NC(=O)c2ccc(COc3ccc(Cl)cc3Cl)o2)n1	/	8.9%
Cc1onc(-c2ccccc2)c1C(=O)Nc1c(C)n(C)n(-c2ccccc2)c1=O	-7.0%	7.2%
CC(=NC1CCCCC1)C1=C(O)c2ccccc2C1=O	-1.1%&0.4%	1.2%&-3.9%
c1cc2c(cc1Oc1nc(N3CCOCC3)nc(N3CCOCC3)n1)OCO2	4.9%	-3.2%
O=C(Nc1cccc([N+](=O)[O-])c1)c1ccc(Br)c(S(=O)(=O)NC2CCCCC2)c1	5.2%	-1.2%
CCC1CCCCN1C(=O)CN1C(=O)CSC1=O (stereo not given)	/	10.8%
CC(=O)Nc1ccc(NC(=O)CN2C(=O)c3ccccc3C2=O)cc1	5.4%	1.9%
COc1ccc(OC)c(Nc2ccc3ccccc3n2)c1	-0.4%	3.4%
COc1ccc(OCC(=O)N2CCN(c3ccc([N+](=O)[O-])cc3)CC2)cc1	-3.4%	0.3%
Cc1cc(Nc2ccccc2)n(C(=O)c2ccc([N+](=O)[O-])cc2)n1	-1.4%	3.1%
CCn1c(SCC(N)=O)nnc1-c1cc2c(C)nn(-c3ccccc3)c2s1	-3.3%	-1.7%
CCCC(=O)n1nc(-c2ccc(OC)cc2)nc1N	-4.1%	1.7%
CCc1nnc2n1N=C(c1ccc(OC)cc1)CS2	/	-4.8%
CC12CCCCC1c1ccccc1C(=NCC(=O)O)N2 (stereo not given)	1.6%	1.6%
NC(=O)CCCCC(=O)OCCCc1cccs1	0.8%	-1.5%
CC(=O)NCCn1c(SCc2ccccc2F)nc2ccccc2c1=O	7.4%	-3.6%
COc1ccc(NC(=O)C2CCCN(S(=O)(=O)c3cccc4cccnc34)C2)cc1 (stereo not given)	-4.4%	0.7%
CC1(C)CC(CCNC(=O)c2ccc(-n3cnnn3)cc2)CC(C)(C)N1	-2.5%	3.7%
COC(=O)Cn1c(CN2CCC(Cc3ccccc3)CC2)nc2c1c(=O)n(C)c(=O)n2C	/	5.3%
CCOc1cc(C2Nc3ccccc3NC3=C2C(=O)CC(c2ccc(OC)cc2)C3)ccc1OC(=O)C1CC1 (stereo not given)	5.6%	-0.7%
CCOC(=O)N1CCN(C(=O)CN(c2ccc(C)cc2)S(=O)(=O)c2c(C)noc2C)CC1	-3.9%	1.2%
Cc1cccc(C(=O)NNC(=O)COc2cccc3ccccc23)c1O	2.8%	-2.7%
O=C(NCc1ccco1)C1CCC(N2C(=O)c3ccccc3C2=O)CC1 (stereo not given)	8.1%	-0.6%
COc1ccc(/C=N/N2C(=O)c3ccccc3NC2c2ccc(OC)cc2)cc1 (stereo not given)	1.7%	-8.1%
O=C(CSc1nnnn1-c1cccc(F)c1)Nc1nc2ccccc2s1	/	-5.2%
COc1ccc(N2CCN(c3oc(-c4ccccc4OC)nc3C#N)CC2)cc1	-1.5%	-0.5%
O=C(c1c(F)c(F)c(F)c(F)c1F)N1CCN(c2cccc(C(F)(F)F)c2)CC1	-0.8%	1.5%
COCCOC(=O)c1c(C)oc2ccc(NS(=O)(=O)c3cc(Cl)ccc3Cl)cc12	-4.6%	1.9%

Other records.
Structure	MKP-3 inhibition	Hsp70 inhibitors
O=C(/C=C/c1ccco1)N1CCC(CN2C(=O)c3cccc4cccc(c34)C2=O)CC1	5.5%	-6.9%
COc1ccc(NC(=O)CN2c3cccc4cccc(c34)S2(=O)=O)cc1	-8.7%	-1.2%
Cc1nnc(Sc2nc3c(c(=O)[nH]c(=O)n3C)n2CCc2ccccc2)s1	-16.9%	/
COc1ccc(CC(=O)Nc2ccc(NC(=O)c3ccc(Br)cc3)cc2)cc1OC	3.1%	2.1%
O=C(CSc1nc2ccccc2o1)OCC(=O)c1ccc(Cl)cc1	1.3%	4.3%
COC(=O)C1=C(C)N(Cc2ccco2)C(=O)/C1=C\c1cccc([N+](=O)[O-])c1	4.4%	0.3%
O=C(c1ccco1)N1CCN(c2ncnc3sc4c(c23)CCC4)CC1	-1.1%	-2.9%
Cc1ccc(OCC(=O)NC23CC4CC(CC(C4)C2)C3)c(Br)c1	0.9%	0.5%
CCN(CC)c1ccc2c(C)c(-c3ccc(N)cc3)c(=O)oc2c1	2.9%	0.3%
COC(=O)c1ccc(/C=N/OCC(=O)NC2CCCC(C)C2C)cc1 (stereo not given)	/	5.4%
Cc1nc2sc(C(c3ccco3)N3CCC4(CC3)OCCO4)c(O)n2n1 (stereo not given)	/	0.5%
C/C(NN1CCN(C)CC1)=C(\C#N)C(=O)NCc1ccccc1	1.1%	0.2%
O=C(Nc1nnc(COc2ccc(F)cc2)s1)c1ccc(F)cc1	4.2%	2.8%
O=C(O)CCCCCNS(=O)(=O)c1c(Cl)cccc1Cl	0.3%	4.0%
COc1ccc2c(=O)c3c(=O)n(Cc4ccco4)c(C(C)C)nc3oc2c1	-2.7%	5.1%
COC(=O)C1CC(OCc2ccccc2)C1 (stereo not given)	1.6%	1.3%
O=C(N/N=C/c1c[nH]c2ccccc12)C1CC(=O)N(c2ccccc2)C1 (stereo not given)	5.0%	-0.4%
CCCc1ccc(C(=O)CCC(=O)O)cc1	-7.4%	2.8%
CC(=O)n1c2ccccc2c2nc(NC(C)C)sc21	2.7%	-2.1%
COc1ccc(S(=O)(=O)N2CCN(S(=O)(=O)c3ccc(C(F)(F)F)cc3)CC2)cc1C	-2.3%	2.3%
COc1cc(OC)c(/C=N/N2CCN(c3ccccc3)CC2)c(OC)c1	-1.1%	0.5%
Cc1ccc(Cl)cc1NC(=O)C(=O)NN=C1CCN(C)CC1	-0.3%	-1.2%
CCCN(CCC)C(=O)c1c(NC(=O)CC)sc2c1CCCCC2	/	-1.5%
Cc1nc(CSc2nc3[nH]ncc3c(=O)n2-c2ccccc2)cs1	-4.2%	2.7%
COC(=O)C1=NN(C(=O)c2ccccc2)C(O)(c2ccc(Cl)cc2)C1 (stereo not given)	-0.4%	-1.0%

New compounds follow
Structure	MKP-3 inhibition	Hsp70 inhibitors
O=C(COc1ccc(/C=N/NS(=O)(=O)c2ccccc2)cc1)Nc1cccc(Cl)c1	-2.6%	2.0%
O=C(Nc1ccccc1C(=O)N1CCOCC1)c1ccc([N+](=O)[O-])cc1	-5.6%	2.0%
O=C1C(Cl)=C(N2CCN(c3ccccc3)CC2)C(=O)N1c1ccccc1	-5.2%	-3.2%
CC(=O)c1cccc(NC(=O)NCc2ccccn2)c1	-6.1%	3.1%
CCOC(=O)/C=C1\SCC(=O)N1CC(=O)Nc1ccccc1OC(F)F	-12.0%	-8.4%
O=C(NCCc1ccccc1)c1cccnc1N1CCCCCC1	-8.4%	0.9%
CCCCNC(=O)CSc1nc2ccc(N3CCOCC3)cc2c(=O)n1CCc1ccccc1	-13.5%	4.1%
Cn1c(=O)oc2cc(S(=O)(=O)NCCC(=O)N3CC=C(c4ccccc4)CC3)ccc21	0.6%	-0.1%
CCOC(=O)CCCSc1nc2sc3c(c2c(=O)[nH]1)CCCC3	5.1%	-0.7%
CCC(=O)NC(c1ccccc1)c1nc2ccccc2[nH]1 (stereo not given)	4.9%	-2.8%
CCOC(=O)c1cnc(SCC(C)C)nc1N	/	4.4%
Cc1oc(-c2ccc(Cl)cc2)nc1CSCC(=O)NCCCN1CCOCC1	5.0%	3.0%
CCOC(=O)c1ccc(NS(=O)(=O)c2c(C)cc(C)cc2C)cc1	1.1%	0.6%
O=C(Cn1cc2c(n1)CCCCC2)NCc1ccccc1	-1.8%	-1.5%
CNC(=O)c1[nH]cnc1C(=O)Nc1ccccc1OC	/	0.3%
OCCN(Cc1ccccc1)Cc1cccc(Cl)c1Cl	/	-2.5%
CCOC(=O)c1sc(NC(=O)c2ccc(CC)s2)nc1C	-7.0%	-6.0%
CCNc1nc(Oc2ccc(=O)[nH]n2)nc(N2CCOCC2)n1	/	4.4%
Cc1nc(C=C2C(=O)C=Cc3ccccc32)c(O)o1	-2.3%	-2.1%
CCC(=O)N1CCc2cc(S(=O)(=O)NCCCN(CC)Cc3ccccc3)ccc21	1.8%	/
O=C1c2c(Cl)ccc(Cl)c2C(=O)N1c1ccccc1O	2.4%	0.9%
CC1CN(c2oc(-c3ccccc3Cl)nc2C#N)CC(C)O1 (stereo not given)	-2.6%	0.3%
O=C(/C=C/c1ccccc1OCc1ccccc1)c1ccc(Cl)cc1	4.5%	-4.0%
O=C(Nc1ccc2c(c1)OCCO2)C1CCN(c2cnccn2)CC1	-2.8%	1.8%
CCOc1cc2nc(-c3ccc(OC)c(OC)c3)nc(N3CCOCC3)c2cc1OC	0.6%	-1.3%

Next structures
Structure	MKP-3 inhibition	Hsp70 inhibitors
CC(C)(C)NC(=O)C(c1ccccc1)N(Cc1ccco1)C(=O)c1csnn1 (stereo not given)	-6.4%	2.0%
O=C1NC(=S)SC1=C1CCCCC1	0.3%	1.0%
O=c1c2c3c(sc2[nH]c(=S)n1-c1ccccc1)-c1ccccc1CC3	4.3%	-3.1%
Brc1ccc(-c2nnc(SCCC3OCCCO3)o2)cc1	0.4%	2.0%
c1ccc(OCc2nn3c(-c4ccccn4)nnc3s2)cc1	4.4%	6.5%
COc1ccc(-c2cc(CCCC(=O)NCc3ccccn3)no2)cc1	-13.4%	2.3%
CCc1ccc(CNc2ccc(N3CCN(C(C)=O)CC3)cc2)cc1	/	0.3%
COc1cc(NC(=O)c2ccc(-c3ccccc3[N+](=O)[O-])o2)ccc1NC(=O)c1ccco1	1.0%	/
COc1ccccc1C(=O)N(CN1CCCC1=O)c1cccc(Cl)c1	6.6%	0.4%
CCOC(=O)C1=C(C)NC2=C(C(=O)CC(C)(C)C2)C1c1ccsc1 (stereo not given)	/	-4.0%
S=c1[nH]nc(-c2cccnc2)n1-c1ccccc1	0.2%	2.8%&4.1%
CCCNC(=O)c1c(NC(=O)c2ccccc2Cl)sc2c1CCC(C)C2 (stereo not given)	1.0%	-1.9%
CCOC(=O)C1=C(C)N(C)C(=O)NC1c1ccc(C)s1 (stereo not given)	-10.2%	-2.1%

Screening data deposited in PubChem BioAssay by Sanford-Burnham Center for Chemical Genomics.
